Screening data as filed in PubChem.
OTUD3 block = inhibitors of human OTUD3 deubiquitinase; OTU domain-containing protein 3 (Homo sapiens), Q5T2D3; purified OTUD3, Ub-rhodamine fluorescence, 2 h; inhibition, % at 25 µM; actives 0.7% (n = 47,000); AID 1645858, 2021
USP30 block = inhibitors of human USP30 deubiquitinase; Ubiquitin carboxyl-terminal hydrolase 30 (Homo sapiens), Q70CQ3; purified USP30, Ub-rhodamine cleavage fluorescence; inhibition, % at 25 µM; actives 5.3% (n = 47,000); AID 1645860, 2021
USP7 inh = inhibitors of human USP7 deubiquitinase | Ubiquitin carboxyl-terminal hydrolase 7 (Homo sapiens), Q93009 | actives 0.3% (n = 47,000) | AID 1645854, 2021 | purified USP7, Ub-rhodamine cleavage fluorescence | inhibition, % at 20 µM
UCHL1 block = inhibitors of human UCHL1 deubiquitinase; Ubiquitin carboxyl-terminal hydrolase isozyme L1 (Homo sapiens), P09936; purified UCHL1, Ub-rhodamine cleavage fluorescence; inhibition, % at 20 µM; actives 0.2% (n = 47,000); AID 1645859, 2021
Target sequence (P09936 whole entry, looked up): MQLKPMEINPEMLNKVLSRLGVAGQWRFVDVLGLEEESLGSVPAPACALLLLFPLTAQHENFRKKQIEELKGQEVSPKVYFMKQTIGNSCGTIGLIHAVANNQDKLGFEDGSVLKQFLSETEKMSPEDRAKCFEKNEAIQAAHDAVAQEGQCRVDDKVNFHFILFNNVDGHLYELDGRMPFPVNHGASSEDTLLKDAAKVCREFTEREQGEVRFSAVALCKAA
USP10 inh = inhibitors of human USP10 deubiquitinase | Ubiquitin carboxyl-terminal hydrolase 10 (Homo sapiens), Q14694 | purified USP10, Ub-rhodamine fluorescence, 60 min | inhibition, % at 20 µM | actives 1.1% (n = 47,000) | AID 1645856, 2021
USP28 block = inhibitors of human USP28 deubiquitinase; Ubiquitin carboxyl-terminal hydrolase 28 (Homo sapiens), Q96RU2; purified USP28, Ub-rhodamine cleavage fluorescence, 30 min; inhibition, % at 25 µM; actives 3% (n = 47,000)
USP17 block = inhibitors of human USP17 deubiquitinase; inhibition, % at 50 µM; actives 6.5% (n = 47,000); purified USP17, Ub-rhodamine cleavage fluorescence, 3 h
Target sequence (A8MUK1 whole entry, looked up): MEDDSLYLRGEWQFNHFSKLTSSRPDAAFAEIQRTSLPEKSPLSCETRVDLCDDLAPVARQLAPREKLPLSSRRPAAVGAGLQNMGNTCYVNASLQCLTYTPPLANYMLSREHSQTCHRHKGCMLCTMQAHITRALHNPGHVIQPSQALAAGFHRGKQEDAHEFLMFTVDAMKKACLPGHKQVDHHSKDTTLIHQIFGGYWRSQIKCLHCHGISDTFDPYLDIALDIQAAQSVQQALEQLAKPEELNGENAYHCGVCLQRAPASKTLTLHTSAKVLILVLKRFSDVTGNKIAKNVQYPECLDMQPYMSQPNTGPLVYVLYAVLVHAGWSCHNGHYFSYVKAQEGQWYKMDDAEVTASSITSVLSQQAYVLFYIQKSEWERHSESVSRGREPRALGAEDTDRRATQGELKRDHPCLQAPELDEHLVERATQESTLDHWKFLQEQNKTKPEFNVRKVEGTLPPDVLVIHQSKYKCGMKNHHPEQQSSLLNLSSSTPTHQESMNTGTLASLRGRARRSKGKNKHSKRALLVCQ
USP8 block = inhibitors of human USP8 deubiquitinase; Ubiquitin carboxyl-terminal hydrolase 8 (Homo sapiens), P40818; purified USP8, Ub-rhodamine cleavage fluorescence, 30 min; inhibition, % at 20 µM; actives 4.2% (n = 47,000); AID 1645853, 2021
An asterisk follows results filed as active; . = not tested or not shown. No stated cut-off is given here; in the data, active means inhibition above about 30%; inactive means the rest.

SMILES	OTUD3 block	USP30 block	USP7 inh	UCHL1 block	USP10 inh	USP28 block	USP17 block	USP8 block
Cc1ccc(NC2c3ccccc3C(=O)N2Cc2ccco2)cc1F (stereo not drawn)	-3	4	-11	2	3	21	.	-8
Cc1ccc(CN2CCC3(CC2)CN(c2cncnc2)C(=O)CO3)o1	-50	-195	-14	-20	-12	-51	-64	-113
COCC(=O)N1CCC2(CC1)OC(C(=O)Nc1ccncc1)Cn1ccnc12 (stereo not drawn)	-28	-119	-5	-5	-9	-46	-42	-48
Cc1ccc(C(=O)N2CCc3c(c(-c4nc(C5CC5)no4)nn3C)C2)s1	2	12	-6	1	-3	11	-1	16
COc1cc(OC)cc(C(=O)Nc2ccc(S(=O)(=O)Nc3cc(C)on3)cc2)c1	0	-8	0	1	3	13	3	0
CC(C)c1ccc(N2CCN(Cc3ccc(F)cc3)C2=O)cc1	7	3	0	7	8	31*	7	12
CC(=O)N1CC2(COc3ccccc31)CN(S(=O)(=O)c1cccc(Cl)c1)CCO2 (stereo not drawn)	-3	1	-9	1	0	4	-9	4
CCOc1cc(N2CCOCC2)c(OCC)cc1NC(=O)c1ccccc1Oc1ccccc1	14	-1	3	2	1	9	1	22
CSc1nc2ncn(CC(=O)Nc3ccc(Br)cc3)c(=O)c2s1	-2	1	16	-3	6	-6	-5	82*
O=C(Nc1cc2c3c(c1)CC(=O)N3CCC2)c1ccc([N+](=O)[O-])cc1	5	8	5	8	1	7	17	-1
Cc1noc2ncc(-c3nnc(-c4cccn4C)o3)cc12	3	.	.	0	-6	.	-3	-23
CC1Cc2nc3ccccc3n2CCN1C(=O)c1ccc(F)cc1 (stereo not drawn)	9	14	2	1	0	4	15	13
CCc1ccc(NC(=O)CSc2nc(-c3ccccc3F)nc3cc(=O)[nH]n23)cc1	13	7	7	2	22	6	8	-16
O=C(NCCCN1CCC(N2CCCCC2)CC1)C1CCCN(S(=O)(=O)N2CCC3(CC2)OCCO3)C1 (stereo not drawn)	-20	-74	-13	-10	-4	-22	-22	-4
Cn1cc(-c2cnc(N3CCCC3)nc2)cc1C(=O)NCc1cccnc1	-108	-461	-17	-18	-10	-135	-135	-158
O=C(COc1cccc(C(=O)NCc2ccccc2)c1)Nc1ccc(Oc2ccccc2)cc1	40*	56*	10	1	11	20	40*	10
O=C(c1ccc(C(F)(F)F)cc1)N1CCN(c2ccc(NCc3ccccc3)nn2)CC1	-3	-12	2	0	0	-5	9	2
O=C(Nc1cccn2nc(C3CCC3)nc12)C1CCCO1 (stereo not drawn)	3	-2	3	3	2	-1	2	0
Cn1nccc1-c1cncc(CC2CCN(S(C)(=O)=O)CC2)n1	15	21	3	0	-1	13	8	2
O=C(NCc1ccccc1F)c1cc(N2CCCC2)n2nccc2n1	-62	-280	-116	-137	-4	-86	-93	-116
CNc1nc2c(c(=O)n1C)CN(C(=O)Nc1ccc(Cl)c(Cl)c1)CC2	6	4	-7	2	4	27	2	6
CCN(C(=O)CSc1nnc(-c2ccoc2C)o1)c1ccccc1	6	5	-5	2	1	7	7	0
COc1cccc(N2CCN(C(=O)CCC3=NS(=O)(=O)c4ccccc4N3)CC2)c1	3	-6	2	1	2	-2	0	3
C[C@]12C(=O)N(c3cccc(C(=O)NCCN4CCOCC4)c3)C(=O)N1CCc1c2[nH]c2ccccc12	3	13	3	3	-3	8	-25	22
NC(=O)c1ccc(COC(=O)C2CC3CCC2C3)cc1 (stereo not drawn)	5	13	-14	0	2	12	5	3

Compound profiles (already shown).
CCN(C(=O)CSc1nnc(-c2ccoc2C)o1)c1ccccc1 is entered as OTUD3 block: 6; USP30 block: 5; USP7 inh: -5; UCHL1 block: 2; USP10 inh: 1; USP28 block: 7; USP17 block: 7; USP8 block: 0
Cc1noc2ncc(-c3nnc(-c4cccn4C)o3)cc12 is entered as OTUD3 block: 3; USP30 block: .; USP7 inh: .; UCHL1 block: 0; USP10 inh: -6; USP28 block: .; USP17 block: -3; USP8 block: -23

Following part
SMILES	OTUD3 block	USP30 block	USP7 inh	UCHL1 block	USP10 inh	USP28 block	USP17 block	USP8 block
Cc1cccnc1Nc1nccnc1C1CCN(C(=O)c2ccn[nH]2)CC1	9	23	3	1	0	10	2	-54
CC(=O)NC(Nc1ccccc1F)C(=O)c1ccccc1 (stereo not drawn)	8	18	2	1	0	4	9	-1
NCc1ccc([C@@H]2CN(C(=O)c3ccc4ncccc4c3)C[C@H]2c2ccn[nH]2)cc1	5	.	12	1	-2	.	68*	-12
Cc1cc(=O)n2c(n1)NC(N1CCOCC1)=NC2c1ccccc1 (stereo not drawn)	-2	-3	0	-1	-1	4	1	-1
Cn1cc(C(=O)NCc2cnn3ccccc23)nn1	1	-8	0	-1	-2	1	5	0
Cc1cccc(CN2C[C@H]3C[C@H](C(=O)Nc4cccnc4)[C@@H](C2)O3)c1	0	2	0	0	0	6	1	-19
N#Cc1ccc(CN2CCN(C(=O)c3cc(-c4cccnc4)nc4ccccc34)CC2)cc1	5	-1	-2	0	-4	8	-3	-10
CCc1ccc(C2CN3C(=O)CN(CCN4CCOCC4)C(=O)[C@]3(C)c3[nH]c4ccccc4c32)cc1 (stereo partly drawn)	-10	-28	-12	7	-1	-8	-6	0
CCC(C)C(NC(=O)C(C(C)CC)N(C)C)C(=O)N1CCC2Oc3ccc(OC)c(c3)/C=C\NC(=O)C3CCCN3C(=O)C21 (stereo not drawn)	9	25	1	3	-2	7	5	5
Cc1oc(-c2ccc(C(=O)NCC3COCCO3)cc2)nc1CN1CCc2ccccc21 (stereo not drawn)	-26	-51	-3	-1	-8	57*	-9	-12
O=C(CCn1cccn1)N1CCN(c2cccc(Cl)c2)CC1	17	23	0	3	2	13	13	1
CNC(=O)c1c2n(c3ncccc13)CCN(S(=O)(=O)c1ccc(C(C)(C)C)cc1)C2	-16	-32	15	0	-2	-16	-24	0
O=C1CCc2cc(S(=O)(=O)Nc3ccc4cn[nH]c4c3)ccc2N1	-7	-33	-1	-2	-2	-14	-12	-64
O=C(Nc1cccc(S(=O)(=O)NC2=NCCC2)c1)c1cc(-c2ccccc2)nc2ccccc12	-7	-17	2	0	-3	-8	-5	1
COCCn1ccc2nc(C)c(C(=O)N3CCN(c4ccccc4F)CC3)cc2c1=O	-5	-54	4	1	-1	-28	-25	-6
CC[C@@H]1/C=C/C=C\C[C@H](C)[C@@H](O)[C@](C)(O)C(=O)[C@H](C)[C@@H](O)[C@H](C)C(=O)[C@H](C)[C@@H](O)[C@H](C)/C=C/C(=O)O[C@H]2[C@@H](C)[C@@H](CC1O)O[C@@]1(CC[C@@H](C)[C@@H](C[C@H](C)O)O1)[C@@H]2C (stereo partly drawn)	-3	-16	-16	7	3	-2	-19	9
CCOC(=O)c1noc2ncnc(N(C)c3cccc(Cl)c3)c12	22	12	-9	2	0	20	13	18
COc1ccc(NC(=O)c2nc(C3CCC3)oc2C)cc1Cl	-1	-2	0	7	10	10	3	-1
CC1c2ccsc2CCN1S(=O)(=O)c1ccccc1 (stereo not drawn)	10	21	2	2	2	5	9	-2
COc1ccc(NC(=O)c2nnn(-c3ccccc3)c2C)cc1Cl	0	-4	-2	-1	4	7	10	0
Cn1nccc1C(=O)NCc1cnc(C2CCCCO2)nc1 (stereo not drawn)	5	5	1	1	0	9	2	9
CC(C)N1CCN(c2nnc(-c3nc(C4CC4)no3)c3ccccc23)CC1	-10	-9	-12	1	-1	1	-12	-38
O=C(c1cccc(Cl)c1)N1CCN(Cc2cccnc2)CC1	7	0	2	0	3	4	-5	0
CN1CCN(C2=NCCN2S(=O)(=O)c2ccc(Br)cc2)CC1	14	13	5	4	3	11	6	19
NC(=O)C1CCN(c2nc3ccc(-c4ccccc4)nc3s2)CC1	-15	-35	-8	-2	-11	-31	5	-8

Other structures follow.
SMILES	OTUD3 block	USP30 block	USP7 inh	UCHL1 block	USP10 inh	USP28 block	USP17 block	USP8 block
CCc1ccc(C2c3c(oc4ccccc4c3=O)C(=O)N2c2nncs2)cc1 (stereo not drawn)	-6	2	6	0	7	-4	51*	0
CCN1CCN(c2ccc(-c3nc(-c4ccc(OC)cc4)no3)cn2)CC1	-17	-4	2	2	-4	-4	-12	0
Cc1ccc(C2CC(=O)c3cnc(N4CCc5ccccc54)nc3C2)cc1 (stereo not drawn)	-30	-86	-2	0	-1	-27	-13	-137
COc1ccc(-n2c(=O)c3ccc(C(=O)NCCc4ccccc4)cc3n(CC(=O)NCc3ccco3)c2=O)cc1	25	-12	-15	6	44*	15	60*	6
O=C(Nc1ccc2c3c(cccc13)CC2)c1ccc(S(=O)(=O)N2CCc3ccccc3C2)cc1	-22	-174	-1	-13	-7	-32	-49	-9
Cn1cc(CCC(=O)N(C2CCCC2)C2CCCC2)cn1	7	9	-1	1	-1	9	6	13
Cc1nc2nc[nH]n2c(=O)c1CCC(=O)Nc1cc(Cl)cc(Cl)c1	10	7	6	1	4	8	1	11
CCCN1CCC(N2CC3(CCN(S(=O)(=O)c4ccccc4)C3)C2)CC1	-45	-218	-10	-11	-13	-59	-70	-144
Cc1nn(-c2ccccc2)c2c1c(C)c(CCC(=O)N1CCOCC1)c(=O)n2C	8	-5	-4	3	0	2	-5	0
COCc1cc(=O)n2c(n1)N(Cc1cccc(C#N)c1)CC2	-5	-5	-1	-2	0	-9	-4	-12
CC(C)[C@H]1CC[C@@]2(CO2)[C@H]2C(=O)OCC(C(=O)O)=C[C@H]12	55*	64*	4	3	3	71*	73*	1
COc1ccc(CNC(=O)C2(C)Oc3cccnc3N(C)C2=O)cc1 (stereo not drawn)	-2	-8	-1	-1	0	0	.	-3
COc1cccc(C(=O)OCC(=O)N2CCc3ccccc3C2)c1OC	15	28	4	1	2	13	5	5
Cc1ccc(NC(=O)CCn2nc(C)c(S(=O)(=O)N3CCOCC3)c2C)cc1	-6	-14	-1	-2	1	-3	-11	-12
COc1cccc(Cc2nc(-c3nnn(Cc4ccc(F)cc4)c3C)no2)c1	-20	-34	2	-3	-4	3	0	1
Cn1nnc2ccc(-c3noc(Cc4cccc(F)c4)n3)cc21	-14	-11	-15	-2	-1	0	-4	-10
CCn1cnc2cc(NCc3cccc(OC)c3O)ccc21	-1	-13	-1	-1	0	5	7	40*
C[C@]12CN(Cc3ccccc3)C[C@H]1NC(=O)c1ccccc1C2=O	19	13	1	1	0	7	14	0
Cc1cc(C)n2c(Nc3ccccc3)c(-c3cccs3)nc2n1	-7	-6	-3	-3	1	5	-20	-15
COc1ccc(CCN[C@H]2CS(=O)(=O)C[C@@H]2S(=O)(=O)c2ccc(C)cc2)cc1	-3	-25	2	-2	-3	-4	0	-4
O=C1NC(c2cn[nH]c2-c2ccc(Cl)cc2)Nc2ccccc21 (stereo not drawn)	-2	1	-55	1	2	0	-7	-15
Cc1nn(-c2ccccc2)c2c1c(C)c(CCC(=O)N1CCN(c3ccc(F)cc3)CC1)c(=O)n2C	4	-8	.	6	-1	3	5	7
COc1ccc(NC(=O)C(Cc2ccccc2)NC(=O)C2CCCCC2)c(OC)c1 (stereo not drawn)	13	18	1	7	0	13	20	17
Cc1ccc(NC(=O)COC(=O)Cn2cnc3ccccc32)cc1F	-12	-25	-5	-3	-3	22	-14	-30
COC(=O)c1ccc(COC(=O)C(Cc2c[nH]c3ccccc23)NC(=O)c2ccc(F)cc2)cc1 (stereo not drawn)	14	25	10	7	6	10	13	-28
Cn1c(N2CCN(C(=O)CC3CCCCC3)CC2)cc(=O)n(C)c1=O	-4	6	-2	-2	0	2	3	0
COc1ccc(OC)c(CN2CCN(CC3CC4C=CC3C4)CC2)c1 (stereo not drawn)	0	3	4	0	1	-1	10	0

Structures listed above that bear a hit mark in USP17 block.
SMILES	OTUD3 block	USP30 block	USP7 inh	UCHL1 block	USP10 inh	USP28 block	USP17 block	USP8 block
O=C(COc1cccc(C(=O)NCc2ccccc2)c1)Nc1ccc(Oc2ccccc2)cc1	40*	56*	10	1	11	20	40*	10
NCc1ccc([C@@H]2CN(C(=O)c3ccc4ncccc4c3)C[C@H]2c2ccn[nH]2)cc1	5	.	12	1	-2	.	68*	-12
CCc1ccc(C2c3c(oc4ccccc4c3=O)C(=O)N2c2nncs2)cc1 (stereo not drawn)	-6	2	6	0	7	-4	51*	0
COc1ccc(-n2c(=O)c3ccc(C(=O)NCCc4ccccc4)cc3n(CC(=O)NCc3ccco3)c2=O)cc1	25	-12	-15	6	44*	15	60*	6
CC(C)[C@H]1CC[C@@]2(CO2)[C@H]2C(=O)OCC(C(=O)O)=C[C@H]12	55*	64*	4	3	3	71*	73*	1
